Screening results from PubChem BioAssay.
Cl transport mod: modulates chloride dependent transport by human KCC2 | Q9H2X9 | KCC2 cells, thallium flux FluoZin-2 fluorescence | B-score of Tl+ flux slope (higher = more flux/activation; lower = inhibition) at 10 µM | 190,000 tested, 2.2% active | AID 1456;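 active = thallium flux slope and its plate-corrected score both differing from the plate sample mean at a set confidence after two filtering rounds, in either direction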;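 also: slope of fluorescence scaled to starting intensity during 10 to 20 s after thallium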
EBV gp42 inh: inhibitors of Epstein-Barr virus glycoprotein 42; Q1HVG2; Fluorescence polarization binding assay, mP read-out; inhibition, % (tested at 21.74 µM); 220,000 tested, 0.42% active; AID 1085; in the data active = inhibition above about 50%
eIF4E-4G inh: blocks eIF4E binding to eIF4G. inhibition, % at 21.7 µM. AID 782. 220,000 tested, 0.37% active. P63073+Q04637. TR-FRET eIF4E-eIF4GI(517-606) binding, 2 h;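 also: 0% = full FRET control wells and 100% = background wells lacking eIF4GI fragment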
Rad51 HR inh: Rad51 (human) homologous recombination inhibition; inhibition, % at 10 µM; hRad51 DNA strand exchange, fluorescence dequenching; Q06609; AID 1385; 200,000 tested, 0.085% active;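 active = inhibition above 40% at the single screening dose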;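 also: 0% = DMSO control wells and 100% = blanks with heterologous ssDNA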
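Read-out basis: percent inhibition relative to plate controls and blanks / Assay system: human Rad51 nucleoprotein filaments preassembled on unlabelled ssDNA / Timing: filaments 15 min 37 °C, then compound 30 min / Control set: per-plate controls and blanks / Technique: fluorescence dequenching at 485/520 nm / Compound: 10 µM final, single point / Also added: Fluorescein- and BHQ1-tagged 47-mer duplex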
Thrombin inh: thrombin (human) inhibition | alpha-thrombin, Boc-VPR-AMC fluorogenic substrate cleavage | 220,000 tested, 0.26% active | inhibition, % at 5 µM | AID 1046 | P00734;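 active = inhibition at or above 40%; inactive = inhibition below 40%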;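 also: 0% = enzyme with no compound and 100% = wells without enzyme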
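System: Human alpha-thrombin protein | Medium: pH 7.5 Tris (50 mM) with NaCl 150 mM, Tween 20 0.05% | Times: Enzyme reaction carried out at room temperature | Detection: AMC fluorescence, 355/460 nm | Evaluation: Percent inhibition scaled between no-compound controls and no-enzyme blanks | Benchmarks: Enzyme without compound as high, wells lacking enzyme as low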
14-3-3 Bad inh: disrupts binding of bovine 14-3-3 zeta to phospho-Bad peptide; P63103; TR-FRET 14-3-3zeta/Dy647-pBad peptide displacement, 1 h; inhibition, % at 21.7 µM; 220,000 tested, 0.71% active; AID 781;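 active = inhibition above about 70%, limit read from the data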;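 also: 0% = full 14-3-3 plus peptide FRET controls and 100% = background without 14-3-3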
KLK5 inh: kallikrein 5 (human) inhibition; recombinant hK5, fluorogenic AMC substrate cleavage; Q9Y337; 210,000 tested, 0.59% active; inhibition, % at 5 µM;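 active = inhibition of 40% or more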;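 also: 0% = enzyme controls without compound and 100% = no-enzyme blanks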
p47phox inh: blocks human p47phox regulatory protein of NADPH oxidases; P14598; p47phox/p22phox peptide binding, fluorescence polarization, 2 h; inhibition, % at 24.7 µM; 220,000 tested, 0.53% active;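 also: 0% = p47phox with labelled peptide and 100% = labelled peptide alone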
Furin inh: blocks human furin protease activity; P09958; purified furin, fluorogenic substrate cleavage; inhibition, % at 30 µM; 220,000 tested, 0.061% active; in the data active = inhibition above about 25%; also: inactives centre near -15
* hit, by the source's call; / = not tested or not shown; [ ] = another dose, or the depositor's remark.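 The calls were made as follows, unless noted: active = inhibition above about 30% (limit read from the data); inactive = the rest.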

The line under a structure holds: Cl transport mod, EBV gp42 inh, eIF4E-4G inh, Rad51 HR inh, Thrombin inh, 14-3-3 Bad inh, KLK5 inh, p47phox inh, Furin inh
O=C(O)C1CC=CCC1C(=O)Nc1ccc(N2CCN(Cc3ccccc3)CC2)cc1 (centres undefined)
→ 0.28, -3, -6, 23, -6, -5, -7, -3, -9
CC(NC(=O)c1ccc(N(C)C)cc1)c1ccc(F)cc1 (centres undefined)
→ 0.077, -8, 5, 17, -10, -15, -1, 3, -15
COc1ccc(OC)c(NC(=O)COC(=O)c2ccc(-n3cnnn3)cc2)c1
→ 0.23, -14, 0, 9, -2, -2, -2, -3, -6
O=Cc1[nH]c2ccccc2c1N(C(=O)CCl)c1ccccc1
→ -0.39, -11, 0, 13, -7, 6, -2, 1, -5
COc1ccc(C2C(C(C)=O)=C(C)N=c3s/c(=C/c4ccc5c(c4)OCO5)c(=O)n32)cc1 (centres undefined)
→ -0.084, -1, -11, /, -1, -10, -12, -79, -21[20 µM]
Cc1ccc(-n2c(SCC(=O)N/N=C/c3ccccc3C(=O)O)nnc2-c2ccccc2)cc1
→ 1.3, -17, -1, 2, -3, -2, 1, -11, -23
Cc1ccc(C(O)(C(=O)NNc2ccccn2)c2ccc(C)cc2)cc1
→ -0.31, 3, 1, 21, 16, -18, -6, 10, -11
O=C(NC(=S)Nc1cccc2cnccc12)c1ccccc1
→ 1.5, 5, -2, 11, -3, -10, 1, 0, -27
CCOC(=O)Cn1c(=O)n(Cc2ccco2)c(=O)c2ccc(C(=O)NC3CCCC3)cc21
→ 0.28, -25, 1, -1, -1, 10, -10, -1, -27
O=C(NCc1ccco1)c1nc(-c2ccc(F)cc2)no1
→ 0.22, 45, -2, 4, -1, -10, -2, -2, -26
Cn1ccnc1Sc1nc2ccccc2nc1NS(=O)(=O)c1ccccc1
→ 0.56, 12, 4, -8, 3, 0, 7, -7, -5
Cc1cccc(N2C(=O)CC(N3CCN(C(=O)c4ccccc4)CC3)C2=O)c1 (centres undefined)
→ -0.41, -3, 2, -2, 3, -9[fluorescence artefact?], -1, -8, -17[20 µM]
O=C(CN1CCCC1)Nc1cc(C(F)(F)F)ccc1Cl
→ 0.51, -16, -4, 5, -2, -3, 0, 10, -30
COC(=O)N/N=C(\CCC(=O)O)c1cccs1
→ -1.3, -13, 2, /, -3, 6, 4, -8, -10
CCc1c(C)sc(NC(=O)c2cc(C(C)C)on2)c1C#N
→ 7.3*, -1, -1, -1, -2, -9, -18, -8, -9

Looked up by structure from above (three):
The line under a structure holds: Cl transport mod, EBV gp42 inh, eIF4E-4G inh, Rad51 HR inh, Thrombin inh, 14-3-3 Bad inh, KLK5 inh, p47phox inh, Furin inh
Cn1ccnc1Sc1nc2ccccc2nc1NS(=O)(=O)c1ccccc1
→ 0.56, 12, 4, -8, 3, 0, 7, -7, -5
O=Cc1[nH]c2ccccc2c1N(C(=O)CCl)c1ccccc1
→ -0.39, -11, 0, 13, -7, 6, -2, 1, -5
O=C(O)C1CC=CCC1C(=O)Nc1ccc(N2CCN(Cc3ccccc3)CC2)cc1 (centres undefined)
→ 0.28, -3, -6, 23, -6, -5, -7, -3, -9

Continued:
The line under a structure holds: Cl transport mod, EBV gp42 inh, eIF4E-4G inh, Rad51 HR inh, Thrombin inh, 14-3-3 Bad inh, KLK5 inh, p47phox inh, Furin inh
CCc1nnc(NC(=O)c2oc3cc(C)c(C)cc3c2C)s1
→ 1.3, -18, 2[fluorescence artefact?], 21, 0, 26[fluorescence artefact?], -12, -6, 0
O=C(Nc1ccsn1)c1ccc(Cl)cc1Cl
→ -0.77, -13, -3, -28, -4, 1, 0, -5, 4
CC(C)CN1C(=O)C(NC(=O)C2CC2)(C(F)(F)F)C2=C1CC(C)(C)CC2=O (centres undefined)
→ -0.0039, 2, 1, -1, -13, 4, -20, -1, -1
CSc1nc(Oc2ccc(Cl)cc2)c2sccc2n1
→ /, -4, -11, -4, 6, -6, -17, -10, -20[20 µM]
O=C1c2ccccc2C(=O)N1CCN1CCc2ccccc21
→ -1, 2, 0, 0, -8, 1, -6, -2, -13
CC(OCCN(C)C)C(=O)C12CC3CC(CC(C3)C1)C2 (centres undefined)
→ 0.23, -12, -2, 4, -3, 6, 1, -11, -21
COC(=O)c1ccc(Sc2ccccn2)c([N+](=O)[O-])c1
→ 0.86, -9, 0, 0, -2, -8[fluorescence artefact?], -4, 1, -8
O=C(CSc1nc2ccccc2c(=O)n1-c1ccccc1F)Nc1ccc2c(c1)CCC2
→ -0.27, -12, 4[fluorescence artefact?], 5, -16, -14, -20, -9, -4
CC(=O)OC[C@H]1O[C@H](C/C=N/OC[C@@H](O)[C@H]2O[C@@H]3OC(C)(C)O[C@@H]3[C@H]2O)C=C[C@@H]1OC(C)=O
→ -0.37, -19, 4[fluorescence artefact?], /, 0, 4, 6, 3, -20
CCOC(=O)N1CCc2c(sc3ncn(C)c(=O)c23)C1
→ 0.2, -8, 2, 3, -2, 0, 3, -11, -30
COc1ccc(CC(=O)NNS(=O)(=O)c2ccccc2)cc1OC
→ -0.47, -22, 3, -254, -3, 6, 4, -15, -27
O=S(=O)(c1cc(-c2nc3ccccc3s2)ccc1Cl)N1CCOCC1
→ /, -19, -5, -8, 5, 5, -6, -5, -20
O=S(Cc1ccc(Cl)cc1)CC(O)COc1ccc(Cl)cc1 (centres undefined)
→ /, -7, -1[fluorescence artefact?], /, -2, -4, 0, -1, -8
Cc1ccc(-c2ccc(SCC(=O)Nc3ccc4c(c3)OCCO4)nn2)cc1
→ -0.071, -14, 3, -3, -9, 12[fluorescence artefact?], -6, -27, -14
Cc1nc([N+](=O)[O-])c(Br)n1CC(=O)c1cccc([N+](=O)[O-])c1
→ -0.43, -9, 3, 14, -8, -8, -8, 9, -24

Just eIF4E-4G inh and 14-3-3 Bad inh, for seven of the compounds above:
SMILES	eIF4E-4G inh	14-3-3 Bad inh
O=C1c2ccccc2C(=O)N1CCN1CCc2ccccc21	0	1
CC(OCCN(C)C)C(=O)C12CC3CC(CC(C3)C1)C2 (centres undefined)	-2	6
COC(=O)c1ccc(Sc2ccccn2)c([N+](=O)[O-])c1	0	-8[fluorescence artefact?]
O=C(CSc1nc2ccccc2c(=O)n1-c1ccccc1F)Nc1ccc2c(c1)CCC2	4[fluorescence artefact?]	-14
CC(=O)OC[C@H]1O[C@H](C/C=N/OC[C@@H](O)[C@H]2O[C@@H]3OC(C)(C)O[C@@H]3[C@H]2O)C=C[C@@H]1OC(C)=O	4[fluorescence artefact?]	4
CCOC(=O)N1CCc2c(sc3ncn(C)c(=O)c23)C1	2	0
COc1ccc(CC(=O)NNS(=O)(=O)c2ccccc2)cc1OC	3	6

(listing goes on)
The line under a structure holds: Cl transport mod, EBV gp42 inh, eIF4E-4G inh, Rad51 HR inh, Thrombin inh, 14-3-3 Bad inh, KLK5 inh, p47phox inh, Furin inh
CCC1Sc2ccccc2N(CC(=O)NC2CCCC2)C1=O (centres undefined)
→ -0.29, -14, 7, 1, -1, -3, 6, -4, -16[20 µM]
Cc1ccc(NC(=S)N/N=C/c2ccc([N+](=O)[O-])s2)cc1
→ 15*, -3, 11[fluorescence artefact?], 2, -3, -9, -68, -12, -12
CC(=O)N1N=C(N)SC1(C)C
→ 0.04, -22, 1, 15, 2, -16, -5, -14, -15
CC1(C(=O)N(c2ccccc2)C(C(=O)NC2CCCC2)c2ccccn2)CC(=O)N=C2C=CC=CN21 (centres undefined)
→ -0.064, -20, 2, 7, 1, 24, -20, -13, -20
O=C(CSc1ccc(Cl)cc1)N1CCN(c2ccc([N+](=O)[O-])cc2Cl)CC1
→ /, -20, -3, 4, 4, 1, 27, -3, 2
Cc1ccc(C(=O)/C=C/c2c(C)nn(-c3ccccc3)c2Cl)cc1
→ -1.2, -9, 1[fluorescence artefact?], /, -2, 0[fluorescence artefact?], -11, -14, -7[20 µM]
Cc1cccc(C)c1NC(=O)CNCC(=O)N(C)C
→ -0.041, -4, -3, -7, -7, -18, 2, -5, -18
O=C(Nc1cccc(C(=O)N2CCOCC2)c1)NC1CCCCC1
→ 0.55, -7, 10, 12, 1, -3, 1, -7, -23
N#CC1CN(Cc2ccccc2)CN(Cc2ccccc2)C1
→ -1.2, -14, 0, -4, -1, -4, 0, -7, -10
CC(C)c1cc(C(=O)N/N=C/c2cccnc2)cs1
→ 0.12, 3, 11, 3, -7, -3, -13, -6, -22
C=CCOC(=O)CCP(=O)(CCC(=O)OCC=C)c1ccccc1
→ /, -8, 4, 10, -2, 0, -25, -18, -20
COc1ccccc1NS(=O)(=O)c1ccc(OC)c([N+](=O)[O-])c1
→ -0.18, -11, 1, 3, 0, -2, 2, -7, -17
Cc1cccc(Oc2nc3c(c(=O)n(C)c(=O)n3C)n2C)c1
→ -0.025, -8, 4, 1, 0, -3, 1, 0, -29
O=C(COc1ccccc1)Nc1ccc(S(=O)(=O)N2CCCCCC2)cc1
→ 0.28, -3, -2, -7, 2, 2, -11, -11, 0[20 µM]
CC(C)CN1C(=O)C(=O)N(CC(=O)NC2CCCc3ccccc32)C1=O (centres undefined)
→ -0.096, -17, 0, -2, -20, -4, 0, -4, -26

(cont.)
The line under a structure holds: Cl transport mod, EBV gp42 inh, eIF4E-4G inh, Rad51 HR inh, Thrombin inh, 14-3-3 Bad inh, KLK5 inh, p47phox inh, Furin inh
CNC(=O)NCCN1CCCC1=O
→ 0.17, 3, 1, 4, 2, 1, -11, -4, -16[20 µM]
COc1cc(C)nc(OCCNC(=O)COc2ccc(Cl)cc2C)n1
→ -0.8, -7, 0, 7, -8, -3, -38, 2, -25[20 µM]
C=C(C)CSc1nnc(-c2cc(OC)c(OC)c(OC)c2)n1N
→ /, -9, 4, -2, -15, 0, -16, -10, -19
CCOC(=O)c1oc2ccccc2c1CSc1nnnn1-c1ccc(C)cc1
→ 1.1, 0, 0, 7, 9, -6, 10, -14, -26[20 µM]
N#Cc1cc(N)ccc1-n1cccc1
→ /, -22, 4, 3, -2, -11, -2, -13, -5
COc1ccc(-c2nc(Cc3ccc(Cl)cc3)no2)cc1OC
→ /, -7, 4[fluorescence artefact?], -2, -2, 11[fluorescence artefact?], -4, 5, -14[20 µM]
C=CCn1cc(C(=O)N2CCN(C)CC2)c(=O)c2cc(S(=O)(=O)N3CCCC3)ccc21
→ 0.48, -15, -2, /, 0, 11, 5, -5, 11
COC(=O)c1ccc(N2OC3(C)C=CC2CC3)cc1 (centres undefined)
→ -0.33, -25, 20, -2, -6, 2, -8, -4, -18
Cc1noc(C)c1COc1ccc(C(=O)OCC(=O)NCCN2C(=O)CSC2=O)cc1
→ 1.4, -4, -5, -7, 3, -4, 0, 3, -13
COc1cc(SC)ccc1C(=O)N1CC(C)OC(C)C1 (centres undefined)
→ /, -7, 0, 14, -11, -10, 2, 2, -18
O=[N+]([O-])c1ccc(O)c2ncccc12
→ 2.4, -18, 5, -12, -1, 0, -57, -2, 21
O=C(C1CC1)N1CCC(c2nc(-c3ccc(S(=O)(=O)N4CCCC4)cc3)no2)CC1
→ 0.04, 1, -12, -5, 0, 26[fluorescence artefact?], -8, 0, -19[20 µM]
CCC(CC)NC(=O)c1ccc2nc[nH]c2c1
→ 1.5, -14, 4[fluorescence artefact?], 1, 3, 4, -10, -10, 0[20 µM]

Compounds as they come; 4.7% or so of the library scored in one or more.
